# PKA-R2B activ: PKA-R2B complex activation; activation, % at 11.4 µM; PKA-R2B holoenzyme dissociation, Cy5-IP20 fluorescence polarization; R2B truncated from residue 108, S112A mutant; 0% DMSO only, 100% 113 µM cGMP; 340,000 compounds, 0.079% hits;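 active means activation above a cutoff set at the mean over all compounds plus 3 SD, cut at about 18% in these data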;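 further: higher means more holoenzyme dissociation and a rise in polarization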
# phage Ecoli inh: E. coli growth loss with phage present; AID 651602; growth absorbance; inhibition, % at 11.9 µM; 360,000 compounds, 0.26% hits; in the data active means inhibition above about 11%
# Tat export inh: inhibitors of E. coli Tat protein transport; E. coli MC4100 TorA-mCherry Tat export, fluorescence; inhibition, % at 10 µM; 340,000 compounds, 0.036% hits;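 active means mean replicate inhibition at least 50% and at least half of replicates individually reaching 50%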;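 further: exported cargo escapes ClpAP degradation while cytoplasmic cargo is degraded and loses fluorescence; 0% = median of neutral control wells and 100% = median of NaSCN control wells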
# CDK5 p35 inh: CDK5/p35 (human) kinase inhibition | Q00535+Q15078 | Recombinant CDK5/p35, ADP-Glo luminescence, 60 min | inhibition, % at 10 µM | 330,000 compounds, 0.01% hits;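 active means highest replicate inhibition of at least 50% and at least 75% of replicates reaching 50%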;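 further: plate controls were DMSO neutral control for no effect and GW8510 at 10 µM for full effect; many of its hits are not listed in these tables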
# HTR5A ag: counter-screen for OPRM1-OPRD1 agonists: human HTR5A agonism. P47898. HTR5A agonist assay, luminescence, cell-based. activation, % at 9.3 µM. 340,000 compounds, 0.61% hits; in the data active means activation mostly above about 9.5%, no sharp cut-off; inactive means mostly below about 7.6%;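 further: 0% = cells with vehicle only and 100% = reference agonist; strong numbers were not always called active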
# Target sequence (P47898 whole entry, looked up): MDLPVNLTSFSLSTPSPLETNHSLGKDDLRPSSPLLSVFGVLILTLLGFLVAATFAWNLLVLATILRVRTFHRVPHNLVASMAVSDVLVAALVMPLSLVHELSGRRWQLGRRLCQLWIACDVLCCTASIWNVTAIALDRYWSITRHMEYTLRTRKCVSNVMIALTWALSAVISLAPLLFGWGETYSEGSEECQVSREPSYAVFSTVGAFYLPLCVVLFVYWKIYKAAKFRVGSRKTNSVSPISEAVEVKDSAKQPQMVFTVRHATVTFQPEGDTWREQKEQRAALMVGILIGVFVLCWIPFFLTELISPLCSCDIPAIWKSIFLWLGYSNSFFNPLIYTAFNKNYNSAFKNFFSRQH
# PKA-R1A activ: activators of PKA-R1A complex; AID 504707; activation, % at 11.4 µM; 340,000 compounds, 0.083% hits; P00514+P68181; PKA-R1A dissociation, Cy5-IP20 fluorescence polarization; scaled: DMSO 0%, 113 µM cGMP 100%;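 active means percent activation above the mean of all tested compounds plus 3 SD, cut at about 19% in these data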;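 further: higher means more PKAc released from R1A so a rise in polarization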
# HTR5A inv ag: counter-screen for OPRM1-OPRD1 inverse agonists: human HTR5A inverse agonism | AID 504634 | 340,000 compounds, 0.083% hits | inhibition, % at 9.3 µM | HTR5A cell line, luminescence | P47898; in the data active means inhibition mostly above about 23%, no sharp cut-off; inactive means mostly below about 18%;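 further: 0% = cells with DMSO and 100% = no-cell wells with DMSO; some compounds called inactive have numbers as strong as hits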
# DAGLB inh: diacylglycerol lipase beta (human) inhibition. AID 504411. 340,000 compounds, 0.059% hits. HEK293T DAGLB membrane lysate, EnzChek fluorogenic substrate. inhibition, % at 5.17 µM; in the data active means inhibition above about 34%;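 further: 0% = enzyme with vehicle and 100% = wells lacking enzyme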
# Target sequence (Q8NCG7 whole entry, looked up): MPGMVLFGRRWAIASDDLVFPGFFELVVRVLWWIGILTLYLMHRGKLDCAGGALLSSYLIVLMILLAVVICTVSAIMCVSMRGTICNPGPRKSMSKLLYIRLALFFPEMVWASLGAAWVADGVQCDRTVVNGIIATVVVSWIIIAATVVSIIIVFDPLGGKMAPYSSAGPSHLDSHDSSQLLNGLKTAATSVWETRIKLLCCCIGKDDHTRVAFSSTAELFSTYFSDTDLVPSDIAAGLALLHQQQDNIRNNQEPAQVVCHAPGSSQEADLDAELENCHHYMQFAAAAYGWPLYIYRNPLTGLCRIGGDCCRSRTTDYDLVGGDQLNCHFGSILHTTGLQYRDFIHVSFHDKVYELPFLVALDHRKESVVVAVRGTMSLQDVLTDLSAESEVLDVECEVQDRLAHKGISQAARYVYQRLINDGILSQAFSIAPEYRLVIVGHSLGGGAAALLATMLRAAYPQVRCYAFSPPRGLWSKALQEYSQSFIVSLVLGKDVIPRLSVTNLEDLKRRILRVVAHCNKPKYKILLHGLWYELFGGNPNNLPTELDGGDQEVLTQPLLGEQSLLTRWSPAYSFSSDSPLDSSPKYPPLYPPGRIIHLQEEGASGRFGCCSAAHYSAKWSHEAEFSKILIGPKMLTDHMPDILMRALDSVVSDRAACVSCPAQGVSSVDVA
# E coli growth: reduces bacterial viability in AddAB counter-screen; E. coli V3065 growth, OD600 absorbance, 18 h; inhibition, % at 11.9 µM; 330,000 compounds, 0.27% hits; AID 449728;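 active means inhibition above the campaign's mean inhibition across all tested compounds plus 3 SD, cut at about 9.9% in these data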;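 further: uninfected addAB+ strain grown without phage in ampicillin broth; 0% = DMSO wells and 100% = ciprofloxacin 0.95 µg/ml wells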
# SUMO Mot1 rescue: SUMOylation pathway inhibition by Mot1-301 growth rescue. S. cerevisiae Mot1-301 growth rescue, ATP luminescence, 38.5C; percent above DMSO median, 100 means doubled. growth rescue, % at 18.8 µM. 320,000 compounds, 1% hits. AID 2716;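 active means every valid replicate shows activation above 250% relative to neutral control wells; inactive means the rest, any valid replicate at or below 250%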;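 further: OY570 slx delta 5 strain wells were the positive control but not used for scaling; some compounds called inactive have numbers as strong as hits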
# AddAB inh: less growth of phage-infected E. coli with AddAB; E. coli expressing H. pylori AddAB, absorbance growth; inhibition, % at 11.9 µM; 330,000 compounds, 0.29% hits; in the data active means inhibition above about 12%;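 further: 0% = vehicle wells of infected cells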
# * marks the source's active call; other numbers are inactive results; · = no result given.
SMILES,PKA-R2B activ,phage Ecoli inh,Tat export inh,CDK5 p35 inh,HTR5A ag,PKA-R1A activ,HTR5A inv ag,DAGLB inh,E coli growth,SUMO Mot1 rescue,AddAB inh
O=C(CCN1CCOCC1)Nc1cc(C(=O)Nc2ccc(Cl)cc2)ccc1N1CC2CC(C1)c1cccc(=O)n1C2 (stereo unspecified),-9,-0.4,2,-0.2,3,-14,2,4,0.1,-5,0.6
C=CCC(C(=O)OC)(C(=O)OC)c1ccc([N+](=O)[O-])cn1,12,1.9,2,-0.9,-4,3,10,1,0.8,-22,0.3
CCCn1c(/N=C/c2c[nH]c3ccccc23)nc2ccccc21,-13,3.6,4,3.4,9,6,-21,-1,0.3,-3,2.5
CCCCC(=O)Nc1nnc(S(=O)(=O)N2CCCCCC2)s1,0,2.0,-9,·,4,1,6,-1,1.2,-6,2.9
COCCN(C(=O)CCC(=O)Nc1cc(C)on1)C(C(=O)NC(C)(C)C)c1cccc(OC)c1OC (stereo unspecified),0,0.9,17,-9.3,-2,1,1,0,1.8,-28,-0.6
CN(Cc1cnn(Cc2ccccc2)c1)C(=O)CN=C1NS(=O)(=O)c2ccccc21,-18,6.9,-2,5.1,1,-17,-3,-3,-0.5,-2,1.7
CCOc1cc(/C=N/NC(=O)NN(C)c2ncc(C(F)(F)F)cc2Cl)ccc1O,-11,2.6,4,-0.1,3,-5,2,-2,0.4,-1,0.9
Cc1c(C(=O)O)sc2[nH]c(=O)n(Cc3ccccc3)c(=O)c12,10,2.1,3,-0.5,0,10,0,2,0.2,164,-0.1
CCSc1nc(N)c2c3c(sc2n1)CCC3,-4,4.1,-3,0.7,8,-15,-20,-1,-1.9,-5,1.4
Cc1cccc(-c2cc3c(nn2)-c2ccccc2C3=O)c1,5,1.4,1,1.7,-5,-8,11,-7,-2.6,-23,1.2
COc1cc(NC(=O)/C=C/c2ccccc2)c(C(=O)O)cc1OC,-18,-0.6,-4,-0.5,5,-25,-15,2,-0.5,-17,-2.3
COc1ccc2nc3oc(C(=O)N4CC(C)CC(C)C4)cc3cc2c1 (stereo unspecified),-7,·,8,0.0,3,-3,-2,-7,-0.1,141,0.5
COc1ccc(C(C(=O)NC(C)(C)C)N(C(=O)CCC(=O)Nc2cc(C)on2)c2c(C)cccc2C)cc1 (stereo unspecified),-3,1.5,2,-0.4,-4,1,11,-3,-3.5,-3,3.2
NC(=O)NC(=O)CSc1nnc(-c2ccc(Cl)cc2)n1CC1CCCO1 (stereo unspecified),1,2.7,4,-0.1,-3,4,7,1,0.3,8,-0.3
O=C(CN1C(=O)NC2(CCCCC2)C1=O)NC1CCCc2ccccc21 (stereo unspecified),-7,2.9,0,-0.7,-6,-8,14,-2,-0.2,7,0.7
O=C(Nc1ccc(C(F)(F)F)cc1)C1=NN(C2CCS(=O)(=O)C2)C(=O)CC1 (stereo unspecified),4,1.4,-4,-0.3,1,-13,-3,1,0.3,-6,-0.8
CC(CCc1ccccc1)NC(=O)c1nnc(Cc2ccc(Cl)cc2)o1 (stereo unspecified),-2,2.1,0,-2.5,1,-13,-4,-6,-0.7,6,4.9
Cc1ccc2[nH]c(CN3CCC(CO)(CC4CCCCO4)CC3)c(C)c2c1 (stereo unspecified),-8,2.5,20,0.7,-2,-7,-1,-3,2.5,7,4.2
O=C(O)c1cccnc1SCC(=O)N1CCCCCC1,-1,2.7,-3,-18,-3,-10,9,1,-4.0,-5,-0.3
Cc1nc2cc(NC(=O)CS(=O)(=O)c3ccc(F)cc3)ccc2s1,-20,3.8,3,0.7,1,-1,-30,-2,2.9,11,1.0
CC(=O)C1C(=O)C=C(c2ccco2)CC1c1ccccc1 (stereo unspecified),-1,-0.5,5,0.8,1,-5,1,0,-3.7,11,-0.6
CC[C@H](C)[C@@H](NC(=O)O[C@@H]1C(=O)c2cc(OC)ccc2O[C@H]1c1ccc(OC)c(Br)c1)C(=O)OC,1,·,8,0.2,1,1,-3,-7,-0.7,5,2.9
O=C(Nc1ccccc1N1CCOCC1)c1cc(F)cc(F)c1,-1,2.0,0,-0.5,-2,-10,5,-6,0.2,-38,3.0
COc1ccc(C(=O)O/N=C/c2ccc(S(=O)c3ccc(Cl)cc3)nc2)cc1 (stereo unspecified),-1,2.4,-11,-2.1,3,5,17,0,0.4,50,4.0
Cc1ccc(CN2CCN(/N=C/c3ccc(C)s3)CC2)c(C)c1,-3,4.7,-5,0.1,2,3,-11,-13,0.2,87,1.3

# Profiles, looked up by structure:
# COc1ccc2nc3oc(C(=O)N4CC(C)CC(C)C4)cc3cc2c1 (stereo unspecified) across the screens: PKA-R2B activ: -7; phage Ecoli inh: ·; Tat export inh: 8; CDK5 p35 inh: 0.0; HTR5A ag: 3; PKA-R1A activ: -3; HTR5A inv ag: -2; DAGLB inh: -7; E coli growth: -0.1; SUMO Mot1 rescue: 141; AddAB inh: 0.5
# COc1ccc(C(C(=O)NC(C)(C)C)N(C(=O)CCC(=O)Nc2cc(C)on2)c2c(C)cccc2C)cc1 (stereo unspecified) across the screens: PKA-R2B activ: -3; phage Ecoli inh: 1.5; Tat export inh: 2; CDK5 p35 inh: -0.4; HTR5A ag: -4; PKA-R1A activ: 1; HTR5A inv ag: 11; DAGLB inh: -3; E coli growth: -3.5; SUMO Mot1 rescue: -3; AddAB inh: 3.2

# Following part:
SMILES,PKA-R2B activ,phage Ecoli inh,Tat export inh,CDK5 p35 inh,HTR5A ag,PKA-R1A activ,HTR5A inv ag,DAGLB inh,E coli growth,SUMO Mot1 rescue,AddAB inh
COc1ccc(-c2noc(CN(C)C(=O)c3ccco3)n2)cc1,2,1.6,5,0.1,1,3,-2,0,0.1,15,2.9
O=C(Nc1ccccc1Br)c1c(F)cccc1Cl,6,1.8,0,-1.1,2,-2,-5,3,3.2,134,0.6
COc1ccc(S(=O)(=O)N2CCN(CCC(=O)Nc3ccccc3F)CC2)cc1,-11,1.1,1,0.2,-4,-2,11,3,-0.9,22,1.8
Cc1ccc(C)c(S(=O)(=O)N2CCCCC2CCNC(=O)C(=O)NC2CCCC2)c1 (stereo unspecified),-8,2.4,4,-0.2,1,-7,17,-3,-3.2,18,-2.9
COc1ccc(-c2nn(-c3ccccc3)cc2C(=O)O)cc1,-10,2.7,0,0.8,-1,-8,2,2,1.7,3,1.2
O=C(c1ccc2c(c1)OCO2)N1CCN(C(=O)c2ccco2)CC1,-2,2.9,0,-0.2,0,-3,-3,-1,2.6,18,6.0
O=C(Nc1cccc(Cl)c1)N(Cc1nc2ccccc2c(=O)[nH]1)C1CCCC1,2,-0.9,1,-1.7,1,-1,4,0,2.4,133,-0.2
Cc1cc([N+](=O)[O-])nn1CCCC(=O)NCc1ccc(F)cc1,-4,2.0,-7,0.4,5,-8,8,-2,-2.4,165,4.1
O=C(CN1C(=O)CNC1=O)Nc1cc(Cl)cc(Cl)c1,2,3.6,-1,1.8,-5,-1,17,2,-0.3,1,-1.1
COc1ccc(N(CC(=O)NC2CCCC2)C(=O)CS(=O)CC(=O)Nc2ccc3c(c2)OCO3)cc1 (stereo unspecified),1,3.5,3,1.2,2,-2,-4,2,-0.6,·,2.2
O=C(CSc1nnc(CCCN2C(=O)c3cccc4cccc(c34)C2=O)n1-c1ccccc1)NCCCN1CCOCC1,1,1.8,-1,-2.3,-1,-8,-11,1,-1.2,·,0.7
N#Cc1ccsc1NC(=O)C1CC(=O)N(Cc2ccccc2)C1 (stereo unspecified),-9,1.3,7,1.4,-1,-12,2,1,0.2,15,-2.2
O=C(NCS(=O)(=O)c1ccccc1)c1ccccc1,6,1.1,-2,-1.1,1,-3,15,-2,-0.3,-14,-1.8
O=C(CCC(=O)Nc1cccc([N+](=O)[O-])c1)N/N=C/c1cccs1,-15,2.7,-2,-1.5,2,-9,3,-2,·,3,·
O=C(c1cccc(F)c1)N1CCCC(C(=O)N2CCCC2)C1 (stereo unspecified),-4,1.7,-6,-0.4,3,4,-31,-2,-1.5,-30,-1.3
Cc1cc(=O)[nH]c(SCC(=O)NCCC2=CCCCC2)n1,-8,4.2,-2,-1.3,5,-3,-15,-1,0.5,-5,0.1
Cc1ccc(NC(=O)CN(C)Cc2cc(=O)n3ccsc3n2)cc1,1,2.5,4,0.1,-4,15,1,-1,-0.3,·,3.7
CN1CCN(C(=S)c2ccc(Br)cc2)CC1,7,0.2,-10,0.9,7,5,-16,-4,0.0,-15,1.2
CC(C)OCCCNC(=O)C1CCN(S(=O)(=O)c2ccc3nc4c(c(C(=O)O)c3c2)CCCCC4)CC1,-1,1.7,-1,1.5,-3,9,-7,-1,-1.4,2,2.1
O=C(CCCN1C(=O)/C(=C\c2cccs2)SC1=S)Nc1ccc(C(=O)O)cc1,6,4.3,-7,-0.2,-10,9,-20,5,-0.7,-24,-0.4
CCc1ccc(NC(=O)C(C)Sc2ccc(S(=O)(=O)N3CCN(C)CC3)cn2)cc1 (stereo unspecified),-8,0.8,-3,0.1,3,-1,-8,0,-0.5,9,-0.8
O=C(N/N=C\c1ccc([N+](=O)[O-])s1)c1cncc(Br)c1,-13,4.0,-16,-0.9,1,-2,-2,6,4.6,·,5.5
COc1cc(/C=C2/C(=O)NN(c3ccc(Cl)c(Cl)c3)C2=O)cc([N+](=O)[O-])c1O,-4,4.7,-1,-6.4,-4,5,13,38*,3.6,21,1.2
COc1ccc(C(=O)Nn2c(SCC(=O)NCc3ccco3)nc3ccccc3c2=O)cc1,-7,2.5,-1,-1.6,-3,4,-3,2,-0.9,-19,2.0
COc1cccc(/C=N/NC(=S)Nc2cccnc2)c1,4,2.1,-8,-3.6,2,-5,-7,0,0.8,-10,3.6
Cc1cc(=O)[nH]c(SCC(=O)N2CC3(C)CC2CC(C)(C)C3)n1 (stereo unspecified),4,2.0,-3,1.5,0,-1,-1,0,-1.8,-11,-2.5
O=C(CCS(=O)(=O)c1ccc(Cl)cc1)Nc1nc(-c2ccncc2)cs1,-2,0.3,3,-0.5,1,-1,-7,3,1.0,16,1.7
CCN(CC(=O)Nc1ccc(NC(C)=O)cc1)C(=O)c1cn(-c2ccccc2)nc1-c1cccs1,2,3.0,6,0.4,0,4,12,1,·,·,·
COC(=O)c1sc(N)c(C(=O)OC)c1Cn1ncc(Cl)c(Cl)c1=O,-6,-0.4,6,-0.9,-1,-1,3,-1,-3.5,1,-5.0

# Printed as active in DAGLB inh, among the entries above:
SMILES | PKA-R2B activ | phage Ecoli inh | Tat export inh | CDK5 p35 inh | PKA-R1A activ | DAGLB inh | SUMO Mot1 rescue | AddAB inh
COc1cc(/C=C2/C(=O)NN(c3ccc(Cl)c(Cl)c3)C2=O)cc([N+](=O)[O-])c1O | -4 | 4.7 | -1 | -6.4 | 5 | 38* | 21 | 1.2

# An excerpt from above in order of the CDK5 p35 inh value, high to low:
canonical_smiles	CDK5 p35 inh
Cc1cccc(-c2cc3c(nn2)-c2ccccc2C3=O)c1	1.7
Cc1ccc(C)c(S(=O)(=O)N2CCCCC2CCNC(=O)C(=O)NC2CCCC2)c1 (stereo unspecified)	-0.2
O=C(c1cccc(F)c1)N1CCCC(C(=O)N2CCCC2)C1 (stereo unspecified)	-0.4

# Screening data (PubChem BioAssay)
